# Compound activity from PubChem BioAssay.
# FUS yeast rescue = FUS proteinopathy suppression in yeast; actives 0.24% (n = 390,000); AID 1347120; Potency, µM (doses to about 76.6 µM), for inactives: top-dose growth rescue (activation), most hits filed as activators; S. cerevisiae FUS-expressing, growth rescue, OD600, 24 h;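 also: potency is read from the fitted curve at half-maximal effect; plate controls were DMSO vehicle for no effect and reference control for full effect; nearly all actives have a fitted effect of over 55% in size; some results filed as inactive show a strong effect at the top dose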
#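 Compound concentration series was pinned onto galactose-induced FUS-expressing yeast seeded at OD 0.005. Plates sat 24hr at 30C; absorbance at 600 nm gave growth. DMSO served as background control.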
# aSyn rescue = rescues yeast growth from alpha-synuclein toxicity | AID 652106 | Yeast expressing alpha-synuclein, growth rescue, BacTiter-Glo, 24 h | Potency, µM (series often up to 46.1 µM), for the others: top-dose growth rescue (activation), actives largely listed as activators | actives 0.14% (n = 370,000); also: potency is read from the fitted curve at half-maximal effect; % of control where 0% means no effect; nearly all actives have a fitted effect of over 65% in size
#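 Rescue of yeast growth: cells expressing toxic alpha-synuclein, induced in galactose at OD600 0.02, incubated with compound 24 h at 30 C. ATP luminescence quantified growth; inhibitors of toxicity appear as activators.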
# Abeta rescue = restores growth of yeast expressing A-beta42 peptide | yeast expressing A-beta42, growth rescue, OD600, 48 h; response scale: 0% DMSO, 100% iron-clioquinol control | Potency, µM (doses to about 46.1 µM), without a hit: at the top dose growth rescue, usual class: activators | actives 0.063% (n = 410,000) | AID 1347071; also: potency is read from the fitted curve at half-maximal effect; nearly all actives have a fitted effect of over 55% in size
#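 Yeast growth medium received pinned compounds, then yeast cells expressing toxic A-beta were added; plates incubated at 30 C for 48 hr. Growth read as absorbance at 600 nm, normalized to DMSO and equimolar FeCl3 plus clioquinol controls.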
# PTHR1 agonist = PTHR1 (human) receptor agonism. HEK293 GP2 PTHR1 cells, GloSensor cAMP luminescence, 1 h. Potency, µM (titrated, usually from 115 µM), for the others: at the highest dose activation, actives largely listed as activators. actives 0.075% (n = 410,000). AID 743266; also: potency is read from the fitted curve at half-maximal effect; nearly all actives have a fitted effect of over 55% in size; some results filed as inactive show a strong effect at the top dose; inactives centre near -15; many of its hits are not listed in these tables
# Target sequence (Q03431 whole entry, looked up): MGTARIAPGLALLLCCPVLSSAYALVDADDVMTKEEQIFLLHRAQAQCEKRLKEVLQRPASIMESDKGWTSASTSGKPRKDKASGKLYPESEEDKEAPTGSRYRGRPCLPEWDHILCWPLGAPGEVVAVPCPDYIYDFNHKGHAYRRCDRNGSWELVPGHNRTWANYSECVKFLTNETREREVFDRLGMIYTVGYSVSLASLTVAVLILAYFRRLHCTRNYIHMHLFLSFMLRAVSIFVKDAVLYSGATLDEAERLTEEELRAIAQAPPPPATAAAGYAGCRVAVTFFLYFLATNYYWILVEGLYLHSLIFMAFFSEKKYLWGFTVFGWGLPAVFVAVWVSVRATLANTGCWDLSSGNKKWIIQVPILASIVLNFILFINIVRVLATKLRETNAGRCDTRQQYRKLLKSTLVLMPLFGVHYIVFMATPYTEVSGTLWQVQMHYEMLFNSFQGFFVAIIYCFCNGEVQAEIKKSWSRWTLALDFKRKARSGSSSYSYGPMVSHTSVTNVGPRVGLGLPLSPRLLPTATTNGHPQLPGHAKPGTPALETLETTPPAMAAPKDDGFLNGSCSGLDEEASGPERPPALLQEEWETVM
#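 HEK-293-derived GP2 cells expressing PTHR1 and a GloSensor cAMP reporter, 3,000/well, plated overnight, given luciferin plus IBMX (each 0.5 mM as added) for 1 h at 37 °C, then compound for 1 h at 37 °C. Luminescence was read after 15 min at room temperature.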
# GLP1R inv ag = inverse agonists of human GLP-1 receptor; HEK293 GLP-1R CRE-luciferase, luminescence, 24 h; GLP-1R form is constitutively active; AID 624417; actives 1.6% (n = 410,000); Potency, µM (titrated, usually from 38.3 µM), for inactives: at the top dose activity change, negative = inhibition, actives largely listed as inhibitors; P43220; also: potency is read from the fitted curve at half-maximal effect; % is scaled to controls: 0 for no effect and ±100 for the full control effect; nearly all actives have a fitted effect of over 55% in size
# Target sequence (P43220 whole entry, looked up): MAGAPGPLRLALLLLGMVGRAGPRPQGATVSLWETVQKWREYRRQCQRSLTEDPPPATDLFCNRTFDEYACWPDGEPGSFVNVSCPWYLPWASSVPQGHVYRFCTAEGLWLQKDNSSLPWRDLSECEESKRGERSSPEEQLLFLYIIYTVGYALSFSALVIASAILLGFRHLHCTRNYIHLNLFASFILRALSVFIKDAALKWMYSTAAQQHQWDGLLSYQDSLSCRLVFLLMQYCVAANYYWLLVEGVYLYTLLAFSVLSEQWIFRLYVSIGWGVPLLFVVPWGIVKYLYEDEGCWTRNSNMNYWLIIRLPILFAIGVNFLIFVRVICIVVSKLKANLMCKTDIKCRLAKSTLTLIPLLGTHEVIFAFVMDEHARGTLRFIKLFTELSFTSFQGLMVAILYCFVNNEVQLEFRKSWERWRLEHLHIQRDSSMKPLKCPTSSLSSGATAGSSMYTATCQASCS
#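 Cells are plated, allowed 12 hours at 37 deg C, then treated with compounds for 24 hr before luciferase detection reagent is added and luminescence is read after 12 min at room temperature. The HEK293 line carries constitutively active GLP-1R with a cAMP-responsive reporter.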
# pAkt inh = Akt phosphorylation inhibition; activity change, % for hits at 50 µM; actives 0.32% (n = 360,000); Neuro2A IGF-stimulated pAkt S473 HTRF, 20 min; active compounds read low; in the data active = activity change below about -80%; inconclusive = mostly about -51% to -80%; also: % is scaled to controls: 0 for no effect and ±100 for the full control effect
#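 Neuro2A cells in DMEM with 0.5% FBS, overnight at 37 deg C, given compound at single 50 µM final, then IGF (6 nM final) for 20 min at 37 deg C. Lysed; phospho-Akt Ser473 by HTRF after 24 h, 665/615 ratio.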
# MmCpn inh = inhibitors of Methanococcus maripaludis chaperonin (MmCpn). purified Mm-Cpn ATPase, ADP Transcreener TR-FRET. Potency, µM (doses to about 76.9 µM), for inactives: at the highest dose activity, negative = inhibition, most hits filed as inhibitors. actives 0.031% (n = 330,000). AID 504842; also: potency is read from the fitted curve at half-maximal effect; % is scaled to controls: 0 for no effect and ±100 for the full control effect; nearly all actives have a fitted effect of over 80% in size
#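 Quantitative HTS used 25 nM Mm-CPN and 10 uM ATP in magnesium/KCl Tris buffer, pH 7.4, with 1 mM DTT. Hydrolysis ran 30 min at 37°C; ADP was read by HTRF.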
# TDP-43 yeast inh = rescues yeast growth from TDP-43 toxicity; Potency, µM (titrated, usually from 46.1 µM), for the others: top-dose growth rescue (activation), hits mostly activators; AID 652104; actives 1.8% (n = 410,000); TDP-43 expressing yeast growth rescue, BacTiter-Glo, 24 h; also: potency is read from the fitted curve at half-maximal effect; % of control where 0% means no effect; nearly all actives have a fitted effect of over 50% in size
#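 Readout is BacTiter-Glo luminescence of cell growth, so inhibitors register as activators. TDP-43-expressing yeast at OD600=0.02 in galactose medium, after raffinose pregrowth to mid-log, were incubated with compound for 24 hr at 30 deg C.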
# GLP1R cytotox = cytotoxicity counter-screen for GLP-1 receptor inverse agonists; AID 624418; HEK293 cAMP-luciferase reporter cells, luminescence, 24 h; actives 0.13% (n = 410,000); Potency, µM (highest dose often 38.3 µM), inactives show top-dose activity change, negative = inhibition, hits mostly inhibitors;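 also: loss of luciferase light is scored as toxicity; potency is read from the fitted curve at half-maximal effect; % is scaled to controls: 0 for no effect and ±100 for the full control effect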
#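 Luminescence readout: signal drop marks cytotoxicity. Plated cells grew 12 h at 37 °C, 5% CO2, received 23 nL compound for 24 h, then got luciferase reagent, read after 12 min at RT.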
# Starred values were filed as active, the others as inactive; i = inactive; ? = inconclusive; nt = no result given; & = joins results of further samples; [ ] = remark or other dose. Unless noted, calls follow the shape of the dose curve; as a rule, active = well fitted curve in the direction sought with a large enough effect; inconclusive = small, poorly fitted or top-dose-only effect, or another doubt; inactive = no such curve, though single readings can be large; an effect the other way counts as inactive or inconclusive. Some of the compounds tested; rates above refer to the full screens.
# Start of the listing, in advance:
SMILES,FUS yeast rescue,aSyn rescue,Abeta rescue,PTHR1 agonist,GLP1R inv ag,pAkt inh,MmCpn inh,TDP-43 yeast inh,GLP1R cytotox
COc1ccc(Nc2nc(-c3ccccc3)c3ccccc3n2)cc1,nt,0%,0%,i,-2%,i,-3%,23%,-12%
COc1cccc(C(=O)N2CCC[C@H]2C(=O)N2CCC[C@H]2C(=O)NCc2ccncc2)c1,-22%,-6%,4%,i,7%,i,nt,19%,-1%

# Results, from the start:
SMILES,FUS yeast rescue,aSyn rescue,Abeta rescue,PTHR1 agonist,GLP1R inv ag,pAkt inh,MmCpn inh,TDP-43 yeast inh,GLP1R cytotox
COc1ccc(Nc2nc(-c3ccccc3)c3ccccc3n2)cc1,nt,0%,0%,i,-2%,i,-3%,23%,-12%
COc1cccc(C(=O)N2CCC[C@H]2C(=O)N2CCC[C@H]2C(=O)NCc2ccncc2)c1,-22%,-6%,4%,i,7%,i,nt,19%,-1%
O=C(COC(=O)c1cnc(Cl)c(Cl)c1)NC1CCCC1,-7%,-3%,-2%,i,-12%,i,nt,8%,4%
Cc1ccc(C=Nc2ccccc2C(N)=O)cc1,11%,2%,9%,-10%,-6%,i,-1%,-18%,-13%
CC(C)Nc1nc(NC(C)(C)C)nc(Oc2ccc(=O)n(-c3ccccc3)n2)n1,1%,-2%,23%,-21%[57.5 µM],24%,i,-2%,-5%,11%
Nc1ccccc1C(=O)N1O[C@@H]2C=C[C@H]1CC2,-8%,-2%,5%,i,4%,i,-2%,13%,0%
Cc1ccc(OCC(=O)N(Cc2ccccc2)C(C)C)c([N+](=O)[O-])n1,-8%,-2%,12%,i,8%,i,0%,13%,-17%
CCc1nc2c(OCc3ccccc3)cccn2c1N(C)C(C)=O,-15%,3%,-3%,-2%,32%[activator],i,nt,13%,0%
CCCN1CCN(CCNC(=O)Nc2ccccc2Cl)CC1,18%,0%,3%,-20%,8%,i,0%,-8%,7%
COc1ccc(-n2c(C)cc(/C=C3/SC(=S)N(C)C3=O)c2C)cc1,-16%,-3%,0%,-14%,-16%,i,-2%,6%,-9%
COc1ccc(-c2nn(-c3ccccc3)cc2/C=N/NS(=O)(=O)c2ccccc2)cc1,nt,4%,4%,-19%,-13%,i,0%,18%,12%
COC(=O)CN1C(=O)[C@@H]2[C@H](C1=O)[C@@H]1CC(C(=O)OC)=C[C@@H](C(=O)OC)[C@@H]3C1=C(C(=O)[C@]3(C)NC(=O)c1ccccc1)[C@@H]2C,-5%,1%,3%,i,-8%,i,nt,19%,-1%
Cc1ccc(C(=O)N(CN2CCCC2=O)c2ccccc2)cc1,14%,1%,0%,i,-2%[7.66 µM],i,-1%,5%,-2%[7.66 µM]
C=C(C)CNC(=S)N1CCNC(=O)C1CC(=O)OC (configuration not stated),-29%,-5%,5%,-3%,11%,i,2%,9%,-8%
O=C(Cc1ccccc1)NCCSC1CCCCC1,-9%,6%,11%,-18%,-13%,i,-3%,10%,-13%
O=C(CN1C(=O)NC2(CCCc3ccccc32)C1=O)Nc1ccccc1OC(F)F (configuration not stated),-5%,-6%,4%,-43%[inhibitor],-27%,i,-4%,3%,-21%
CCCN1/C(=C2/SC(=S)N(CC)C2=O)C=Cc2ccccc21,-18%,19%,-6%,-11%[57.5 µM],?,i,1%,7%,?
c1ccc(-c2cccs2)nc1,10%,0%,2%,-6%,-1%,i,-2%,2%,-12%
O=C(COC(=O)Cc1ccc(Cl)cc1Cl)NCc1ccco1,9%,8%,5%,-24%,-16%,i,nt,?,2%
CCOC(=O)C1(C)CCCN1C(=O)c1csnn1 (configuration not stated),-17%,1%,-17%,-3%,8%,i,nt,-16%,8%
CCc1ccccc1NC(=O)c1cc2nc(-c3ccc(Br)cc3)cc(C(F)(F)F)n2n1,?,nt,-15%,-12%,6%,nt,nt,-3%,-28%
N#Cc1ccc(-c2cccs2)nc1SCC(=O)Nc1cccc(C(F)(F)F)c1,10%,nt,2%,i,-25%,nt,nt,19%,-6%
CCOc1ccc(N2C(=O)Nc3ccccc3C2(O)C(=O)N2CCN(c3ccccn3)CC2)cc1 (configuration not stated),19%,-1%,-3%,-36%,0%[0.307 µM],i,0%,-24%,-7%[0.307 µM]
COc1ccc(NC(=O)c2ccc(CNS(=O)(=O)c3ccc4c(c3)C(C)(C)C(=O)N4C)cc2)cc1,35%,nt,-9%,i,-9%,nt,nt,-7%,-13%
O=C1CCc2ccc(NS(=O)(=O)c3ccc(F)cc3)cc2N1,20%,0%,-3%,i,189%[activator],i,-3%,-18%,-7%
COc1ccccc1C(=O)NC(=O)COC(=O)c1ccc([N+](=O)[O-])cc1,5%,-9%,11%,-19%,0%,i,2%,-6%,3%
C[C@@H]1CN([C@H](C)CO)C(=O)CCCn2nncc2CO[C@H]1CN(C)S(=O)(=O)c1ccc(F)cc1,-12%,0%,-5%,-23%,-11%,i,nt,18%,-12%
COC(=O)C1=C(C)N(Cc2ccccc2)C(=S)N[C@H]1c1cccc(C(F)(F)F)c1,42%,17%,22%,-85%[inhibitor],?,i,-9%&-12%,0%,?
CCCCN1CCNC[C@H]1Cc1ccc(O)cc1,-20%,0%,-13%,14%,-4%,i,1%,-5%,-10%
COC(=O)c1sccc1S(=O)(=O)N(CC(=O)NCc1ccc(F)cc1)c1ccc(C)c(C)c1,-4%,nt,-8%,i,-6%,nt,nt,18%,1%
N#C/C(=C\c1c(N2CCOCC2)nc2ccccn2c1=O)C(=O)NC1CCS(=O)(=O)C1 (configuration not stated),1%,-1%,-1%,-90%,1%,i,-3%,-20%,390%[activator]
CC(=O)O[C@H]1CC(C)(C)C(=C=C/C(C)=C/C=C/C(C)=C/C=C/C=C(C)/C=C/C=C(\C)C(=O)C[C@@]23O[C@]2(C)C[C@@H](O)CC3(C)C)[C@](C)(O)C1,38%,6%,-4%,-31%[inhibitor],30%,i,3%,19%,-6%
COCCCNc1nc2ccccc2nc1NS(=O)(=O)c1ccc(Cl)cc1,-14%,-22%,-17%,-59%[inhibitor],?,i,-5%,-10%,0%
CC(=O)c1ccc(NC(=O)c2cc3sccc3n2Cc2ccc(Cl)cc2)cc1,0%,nt,3%,-16%,-24%,nt,nt,8%,0%
CCOC(=O)C1=C(COC(=O)C2CC(=O)N(c3ccc(C)cc3)C2)NC(=O)NC1C (configuration not stated),6%,0%,-10%,-2%,2%,i,0%,-12%,-3%
COn1c(=S)[nH]c2ccccc2c1=O,6%,-2%,9%,i,0%,i,2%,-7%,5%
COc1ccc(C(=O)Cn2c(=O)n3nc(CCn4nc(C)cc4C)nc3c3cc(OC)c(OC)cc32)cc1,-10%,nt,-16%,?,-30%,nt,nt,-4%,-14%
O=C(NCc1ccccn1)c1cccc(S(=O)(=O)Nc2ccccc2Cl)c1,6%,2%,1%,-9%,-7%,i,1%,9%,-1%
COc1ccc(C(C)=O)cc1COC(=O)C(CO)NS(=O)(=O)c1ccc(Br)cc1 (configuration not stated),10%,6%,-1%,-19%,4%,i,1%,21%,2%
CC(=O)Nc1ccc(-c2cc(N)n(-c3ccccc3)n2)cc1,6%,-4%,-9%,-9%,18%,i,-2%,-6%,-5%
Cc1ccc(SCc2noc(C(=O)NCC3CCCO3)c2C(=O)O)cc1C (configuration not stated),-21%,-11%,2%,i,-6%,i,2%,18%,-9%
CCOc1ccc(N2CC(O)=C(c3ccccc3)C2=N)cc1,0%,-4%,3%,-18%,-18%,i,-4%,0%,0%
O=C(COc1ccc(Cl)cc1Cl)Nc1ccc2nc3n(c(=O)c2c1)CCCC3,21%,0%,8%,-3%[57.5 µM],-2%,nt,0%,4%,-29%
CCO[C@H]1OC(C(=O)Nc2ccccc2)=C[C@@H](c2ccc(C(F)(F)F)cc2)[C@@H]1CCCO,36%,?,4%,-16%,?,i,nt,35µM*,-23%
Cc1ccc(C(=O)C[n+]2cccc(C(N)=O)c2)cc1,1%,7%,0%,-6%,10%,i,-2%,-10%,2%
CCCCOc1ccc(C(=O)NCC(=O)NC2CCC(C)CC2)cc1 (configuration not stated),7%,-10%,-13%,-12%,9%,i,-1%,27%,13%
Cc1ccc2c(c1C)C(=O)C(=O)N2,nt,-2%,-13%,-11%,5%,i,nt,-16%,9%
OCCC1CN(Cc2ccccc2-c2ccco2)CCN1Cc1ccsc1 (configuration not stated),-17%,3%,7%,i,?,i,5%,4%,2%
Cc1ccc(NC(=O)CSc2nnc(Cn3c(=O)sc4ccccc43)n2C)cc1Cl,3%,-4%,-9%,-24%,-2%,i,-2%,-2%,0%
O=C1CCC(C(=O)NCc2ccc3c(c2)OCO3)N1 (configuration not stated),14%,-5%,-17%,10%,0%,i,2%,-31%[inhibitor],1%
COc1cc2c(cc1OC)-c1cc(Nc3cccc(C)c3)nc(=O)n1CC2,16%,-6%,12%,-9%,159%[activator],i,0%,1%,-9%
Cc1ccc(NC(=O)CSc2ccc3nnc(CCNC(=O)c4ccccc4)n3n2)c(C)c1,21%,0%,-22%,i,-9%,i,3%,-14%,11%
Cc1ccc(Nc2nc(N)nc(CN3CCN(Cc4ccc5c(c4)OCO5)CC3)n2)cc1C,9%,2%,-1%,-9%,?,i,1%,3%,-21%
